Epigenetic reg: regulators of epigenetic silencing causing reporter derepression in mouse cells; murine LDR cells, GFP reporter derepression, 30 h; Potency, µM (series often up to 53.9 µM), without a hit: at the highest dose GFP activation, most hits filed as activators; 280,000 tested, 0.2% active; AID 1865; note: potency is the fitted concentration of half-maximal effect; % of control where 0% means no effect; nearly all actives have a fitted effect of over 60% in size
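Derepression of a silenced CMV-GFP reporter in murine LDR cells is scored by enumerating GFP-positive cells with a laser-scanning microplate cytometer after 30 hours of treatment at 37 C.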
Tau FP inhib: inhibitors of human tau fibril formation; Potency, µM (doses to about 57.7 µM), for inactives: top-dose activity, negative = inhibition, hits mostly inhibitors; P10636; 280,000 tested, 0.39% active; AID 1468; K18 P301L tau heparin fibrillization, Alexa594 FP, 6 h; note: potency is the fitted concentration of half-maximal effect; % is set by controls: 0 for no effect and ±100 for the full control effect; nearly all actives have a fitted effect of over 55% in size
Target sequence (P10636 561-689 P618L limits assumed): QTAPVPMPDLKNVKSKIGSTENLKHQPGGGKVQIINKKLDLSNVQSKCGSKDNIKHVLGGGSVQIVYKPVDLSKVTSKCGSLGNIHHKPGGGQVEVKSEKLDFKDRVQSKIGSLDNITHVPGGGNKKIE
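Recombinant K18 P301L […], labeled with Alexa 594 at 0.24 uM over 15 uM unlabeled; heparin inducer 20 uM final; 37 C, 6 hr; FP endpoint.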
NPSR antagonist: blocks cAMP signaling of the human neuropeptide S receptor. Q6W5P4. CHO-NPSR cells, cAMP TR-FRET, antagonist mode. Potency, µM (highest dose often 38.3 µM), without a hit: at the highest dose activity change, negative = inhibition, actives largely listed as inhibitors. 220,000 tested, 1% active; note: potency is the fitted concentration of half-maximal effect; % is set by controls: 0 for no effect and ±100 for the full control effect; nearly all actives have a fitted effect of over 50% in size; many of its hits are not listed in these tables
Target sequence (Q6W5P4 whole entry, looked up): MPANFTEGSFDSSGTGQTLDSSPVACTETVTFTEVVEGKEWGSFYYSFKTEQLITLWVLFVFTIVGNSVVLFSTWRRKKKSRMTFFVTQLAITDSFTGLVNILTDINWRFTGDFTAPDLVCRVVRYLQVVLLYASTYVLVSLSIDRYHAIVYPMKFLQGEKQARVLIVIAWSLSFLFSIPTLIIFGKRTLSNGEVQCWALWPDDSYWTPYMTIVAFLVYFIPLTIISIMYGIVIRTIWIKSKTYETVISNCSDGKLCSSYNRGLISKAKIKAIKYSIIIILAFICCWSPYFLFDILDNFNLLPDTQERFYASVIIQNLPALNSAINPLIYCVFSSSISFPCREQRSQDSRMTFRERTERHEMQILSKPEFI
TR SRC2 fluor cs: Texas Red fluorescence interference in TRb-SRC2 counter-screen; 280,000 tested, 0.29% active; AID 1479; Potency, µM (titrated, usually from 106 µM), without a hit: at the highest dose fluorescence change, negative = quenching; TRb/SRC2 Texas Red total fluorescence interference; active = well fitted curve in either direction with a large enough effect; inconclusive = small, poorly fitted or top-dose-only effect; note: potency is the fitted concentration of half-maximal effect; % is set by controls: 0 for no effect and ±100 for the full control effect
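Human TRb ligand-binding domain at 0.6 uM with 20 nM Texas Red SRC2 peptide in Tris buffer containing 1 uM T3 and 5% DMSO, incubated with compound 5 h at ambient temperature. Total fluorescence (555/632 nm) calculated as parallel + 2 × perpendicular.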
CBFb RUNX1 block: inhibitors of human CBF-beta and RUNX1 interaction; 230,000 tested, under 10 active; Q01196+Q13951; Potency, µM (top dose mostly 59.8 µM), inactives show top-dose activity, negative = inhibition, actives largely listed as inhibitors; AlphaScreen CBFb-His/RUNX1-biotin binding, biochemical; note: % of control where 0% means no effect
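Read-out: AlphaScreen. Format: His-CBF-beta with biotinylated RUNX1 (30 nM each) preincubated 20 min, compound 15 min, Ni-chelate plus streptavidin beads 90 min; room temperature throughout.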
TRb SRC2 PPI: TRbeta-SRC2 interaction inhibition | P10828 | TRbeta-SRC2 peptide binding, fluorescence polarization; receptor liganded with 1 µM T3 | Potency, µM (series often up to 106 µM), without a hit: top-dose activity change, negative = inhibition, actives largely listed as inhibitors | 280,000 tested, 0.065% active | AID 1469;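 note: potency is the fitted concentration of half-maximal effect; plate controls were bound peptide for no effect and peptide without receptor for full effect; nearly all actives have a fitted effect of over 50% in size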
Target sequence (P10828 whole entry, looked up): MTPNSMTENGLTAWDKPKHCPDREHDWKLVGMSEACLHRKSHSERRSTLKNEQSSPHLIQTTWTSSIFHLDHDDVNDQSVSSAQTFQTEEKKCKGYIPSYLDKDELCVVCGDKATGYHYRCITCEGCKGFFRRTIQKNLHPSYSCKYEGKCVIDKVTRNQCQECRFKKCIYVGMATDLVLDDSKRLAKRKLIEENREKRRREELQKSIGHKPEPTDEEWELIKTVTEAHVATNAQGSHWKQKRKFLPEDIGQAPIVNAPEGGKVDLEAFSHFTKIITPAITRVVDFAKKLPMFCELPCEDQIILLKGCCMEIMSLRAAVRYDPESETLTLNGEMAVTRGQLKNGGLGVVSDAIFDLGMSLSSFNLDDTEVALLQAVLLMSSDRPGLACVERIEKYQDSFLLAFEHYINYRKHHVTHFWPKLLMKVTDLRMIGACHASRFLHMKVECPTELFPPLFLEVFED
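TRb LBD 0.6 uM + Texas Red SRC2 peptide 20 nM, 1 uM T3, Tris buffer w/ 5% DMSO; compound pinned, 5 h RT; FP read ex 555/em 632; normalized to unbound and bound controls.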
Tau fluor cs: counter-screen for tau fibril formation inhibitors; tau K18 P301L (four-repeat tau fragment) Alexa594 fluorescence, heparin fibrillization; Potency, µM (titrated, usually from 57.7 µM), for the others: at the top dose activity change, negative = decrease; 280,000 tested, 0.93% active; AID 1463; note: potency is the fitted concentration of half-maximal effect; % is set by controls: 0 for no effect and ±100 for the full control effect; nearly all actives have a fitted effect of over 55% in size
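Human K18 P301L tau (15 uM unlabeled plus 0.24 uM Alexa 594-labeled, final) in 100 mM sodium acetate pH 7 was mixed with compound and 20 uM heparin and incubated 6 hr at 37 C.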
aGal spleen mod: inhibits or activates alpha-galactosidase in human spleen homogenate; P06280; human spleen homogenate, 4MU-alpha-Gal fluorescence, 40 min; Potency, µM (highest dose often 80 µM), without a hit: top-dose activity change, negative = inhibition, usual class: inhibitors; 240,000 tested, 0.008% active;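 note: potency is the fitted concentration of half-maximal effect; 0% = enzyme with vehicle and -100% = no enzyme basal signal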
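Human spleen homogenate (1 ug) was the enzyme source, with 4-methylumbelliferyl-alpha-D-galactopyranoside (1 mM final) in pH 5.0 citrate buffer with 0.01% Tween-20. Compounds were titrated; after 40 min at 37C, NaOH/glycine stop, 4-MU fluorescence read; AC50 from Hill fits.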
Numbers without * were called inactive; u = inconclusive; x = no result given; & = joins results of further samples; [ ] = remark or other dose. Unless noted, calls come from the whole dose curve; as a rule, active = well fitted curve in the direction sought with a large enough effect; inconclusive = small, poorly fitted or top-dose-only effect, or another doubt; inactive = no such curve, though single readings can be large; an effect the other way counts as inactive or inconclusive. This is a subset. The share of hits here may be higher or lower than overall.

A first look:
SMILES	Epigenetic reg	Tau FP inhib	NPSR antagonist	TR SRC2 fluor cs	CBFb RUNX1 block	TRb SRC2 PPI	Tau fluor cs	aGal spleen mod
FC(F)(F)c1cnc(Oc2ccccc2-c2nnco2)c(Cl)c1	-1.0%	-1%	-9%[46.1 µM]	3%	5%	-7%	-11%	5%
COC(=O)c1cccc(C23CC4(C2)[C@H](CN(C)[C@@H]4c2ccccc2)C3c2ccc(C(F)(F)F)cc2)c1 (stereo not given in full)	-0.5%&13%	4%&9%	-30%	-6%&-1%	11%&-8%	1%&-4%	0%&8%	-14%&-12%

The listing, from the first entry:
SMILES	Epigenetic reg	Tau FP inhib	NPSR antagonist	TR SRC2 fluor cs	CBFb RUNX1 block	TRb SRC2 PPI	Tau fluor cs	aGal spleen mod
FC(F)(F)c1cnc(Oc2ccccc2-c2nnco2)c(Cl)c1	-1.0%	-1%	-9%[46.1 µM]	3%	5%	-7%	-11%	5%
COC(=O)c1cccc(C23CC4(C2)[C@H](CN(C)[C@@H]4c2ccccc2)C3c2ccc(C(F)(F)F)cc2)c1 (stereo not given in full)	-0.5%&13%	4%&9%	-30%	-6%&-1%	11%&-8%	1%&-4%	0%&8%	-14%&-12%
O=C(O)CCCC(=O)N1CCCC1	0.0%	7%	-19%	-2%	8%	0%	3%	1%
Cc1c(C(=O)NC(C)c2ccccc2)sc2ncnc(N(C)C3CCCCC3)c12 (stereo not given)	-1.3%	1%	x	2%	x	-5%	-10%	x
Cc1cc(C)nc(NC(C)(C)C(=O)O)n1	-1.3%	u	-6%	-1%	-1%	-6%	-5%	2%
O=C(CN1CCCC1)Nc1ccc(Br)cc1	-8.1%	-4%	15%	0%	25%	-7%	5%	-3%
Nn1c(SC/C=C/c2ccccc2)nnc1-c1ccccn1	0.1%	-4%	-4%[46.1 µM]	-2%	-16%	-10%	-6%	7%
C#CCOC(=O)c1csc2nnsc12	1.2%	-5%	0%[46.1 µM]	2%	3%	2%	-7%	-7%
O=S(=O)(c1ccccc1)c1nc(-c2ccco2)oc1NCc1ccco1	0.0%	1%	-6%[46.1 µM]	0%	-6%	5%	-8%	3%
Cc1ccc(N2C(=O)C3C(C(=O)c4ccccc4)=NN(c4ccccc4)C3C2=O)cc1 (stereo not given)	3.4%	-3%	-5%	-2%	14%	7%	11%	u
O=C(c1cc2c(=O)n3ccccc3nc2s1)N1CCN(Cc2ccc3c(c2)OCO3)CC1	2.6%	-10%	-2%	-2%	-2%	-6%	-18%	20%
Cc1cc2[nH]c(=O)c(=O)[nH]c2cc1S(=O)(=O)N1CCN(c2ccccc2F)CC1	-0.2%	2%	x	-13%	x	9%	2%	x
CSc1nc2nc3c(cc2c(=O)n1-c1ccccc1C)COC(C)(C)C3	-1.2%	-3%	-9%	0%	2%	5%	2%	-3%
O=C(CN1C(=O)C2CCCCN2C(=O)c2ccccc21)N1CCCc2ccccc21 (stereo not given)	0.7%	6%	0%[46.1 µM]	-2%	0%	-3%	7%	4%
O=C(NCCOC(=O)C1COc2ccccc2O1)C1COc2ccccc2O1 (stereo not given)	0.0%	0%	-22%[46.1 µM]	2%	6%	17%	-12%	-5%
CC(=O)OCC(=O)Nc1ccc(N=Nc2ccccc2)cc1	1.0%	3%	-19%[46.1 µM]	2%	-23%	0%	-22%	-6%
Cn1c(SCC(=O)N/N=C/C=C/c2ccco2)nc2ccccc21	3.4%	u	15%	-11%	u	-1%	-11%	-6%
CCCCCOC(=O)c1ccccc1C(=O)O	6.6%	3%	-3%[46.1 µM]	3%	2%	-14%	4%	1%
CC12CN3CCN(CC(C3)/C1=N/NC(=O)Nc1ccccc1)C2	-1.8%	-8%	12%	1%	-1%	10%	2%	-3%
Cc1cc(=O)oc2cc(NC(=S)NCc3cccnc3)ccc12	-1.9%	-14%	-7%	-3%	8%	4%	-14%	u
Cc1cccc(N2C(=O)CC(Sc3nc(C)c4c(n3)CCCC4)C2=O)c1 (stereo not given)	0.9%	2%	-4%[46.1 µM]	0%	6%	-2%	-2%	2%
Cc1ccc(NS(=O)(=O)c2ccc3[nH]c4c(c3c2)CCCCC4)cc1	-0.4%	2%	x	-3%	x	1%	7.9µM*[quencher]	x
Cc1ccc(NC(=O)c2oc3ccccc3c2NC(=O)c2cc3ccccc3o2)cc1	1.2%	u	x	-3%	x	2%	u	x
Cc1nn(C)c(C)c1CCNC(=O)Nc1ccccc1C(F)(F)F	-2.5%	u	x	-2%	x	-5%	6%	x
O=C(CC1NCCNC1=O)Nc1ccccc1F (stereo not given)	-1.1%	1%	x	2%	x	-2%	-8%	x
Cn1cc(S(=O)(=O)N2CCC(Cc3ccccc3)CC2)c(=O)n(C)c1=O	-0.2%	-1%	1%[46.1 µM]	2%	1%	-6%	-9%	-2%
CCC(C)NC(=O)C1c2ccccc2C(=O)N1Cc1ccc(OC)cc1OC (stereo not given)	0.0%	0%	-13%[46.1 µM]	-1%	-2%	-5%	-5%	0%
C=C(C)CNC(=S)NNC(=O)CCn1c2ccccc2c2ccccc21	0.0%	-9%	-15%	3%	-5%	2%	-28%	2%
C=C(c1ccc(O)cc1)c1ccc(O)cc1	3.2%	17%	-22%[46.1 µM]	-1%	8%	-8%	u	4%
CCS(=O)(=O)NCCCc1ccccc1	3.2%	8%	26%[46.1 µM]	-7%	4%	-5%	9%	1%
COc1ccc(Cc2c(O)nc(SCC(=O)NC(C)(C)C)[nH]c2=O)cc1	6.8%	-6%	-9%	-3%	9%	3%	0%	10%
Cc1nc2ccc(S(=O)(=O)Nc3cccc(-c4nc5cccnc5s4)c3)cc2s1	-4.4%	-14%	-5%	-1%	3%[2.36 µM]	5%	u	2%
Cc1ccc(C(=O)N/C(=C\c2ccc(Br)cc2)c2nc(=S)[nH][nH]2)cc1	6.3%	u	u	-4%	-19%	-2%	u	-11%
CC(=O)N1CCc2c(sc3c2c(=O)n(CCc2ccccc2)c(=O)n3Cc2ccc(F)cc2)C1	1.1%	-4%	x	0%	x	-7%	-27%	x
COc1cc(NC(=O)c2cccs2)c(C(=O)OCC(=O)NCc2ccccc2)cc1OC	-2.4%	-4%	-7%[46.1 µM]	-3%	7%	-3%	-18%	10%
O=C(CSC1=Nc2ccccc2C2=NC(Cc3ccccc3)C(=O)N12)Nc1cccc(Cl)c1 (stereo not given)	-4.3%	-19%	x	-2%	x	-7%	u	x
CCOC(=O)c1cccc(NC(=O)C2COc3ccc(OC)cc3C2)c1 (stereo not given)	-1.7%	-5%	x	0%	x	8%	u	x
COc1ccccc1NC(=O)COc1cccc(-n2cnnn2)c1	0.0%	-7%	-5%[46.1 µM]	1%	4%	1%	-7%	-4%
O=C(CCC1N=C2c3ccccc3N=C(SCc3ccccc3Cl)N2C1=O)NCc1cccs1 (stereo not given)	-1.3%	4%	x	-2%	x	-1%	5%	x
CCn1c(SCC(=O)c2ccc3c(c2)OCCO3)nnc1-c1ccco1	0.0%	-1%	-13%[46.1 µM]	-2%	5%	4%	0%	14%
CCOC(=O)N1CCN(c2nc(C)c3c(n2)CC(C)CC3=O)CC1 (stereo not given)	0.7%	-5%	-8%[46.1 µM]	-1%	2%	-8%	-6%	-13%
CC(=O)Nc1ccc(NS(=O)(=O)c2cc(C)sc2C)cc1	-1.1%	0%	-1%[46.1 µM]	1%	4%	8%	-7%	5%
COc1cccc(C2CC(C(F)(F)F)n3ncc(C(=O)NC(C)(C)C)c3N2)c1 (stereo not given)	-1.1%	-14%	-7%[46.1 µM]	-7%	4%	-4%	-8%	7%
O=C(Nc1ccccc1C(F)(F)F)N1CCN(c2ccc3nncn3n2)CC1	-2.3%	0%	-11%[46.1 µM]	0%	7%	-9%	4%	0%
CC1=C(/C=C/C(C)=C/C=C/C(C)=C/C=C/C=C(C)/C=C/C=C(C)/C=C/C2=C(C)CCCC2(C)C)C(C)(C)CCC1	-2.2%	-2%	x	-6%	x	-6%	2%	-27%
CCCCSc1nnc(CCNC(=O)OC(C)(C)C)o1	9.6%	5%	11%	-8%	13%	-8%	-8%	6%
COc1cc2c(cc1OC)[C@@H]1C(=O)c3ccc4c(c3O[C@@H]1CO2)C=CC(C)(C)O4	1.8%	5%	x	0%	-18%[21.7 µM]	-1%	u	-11%
C=CCOC(=O)[C@H](O)[C@@H](O)C(=O)OCC=C	-1.1%	7%	x	-2%	4%	1%	1%	2%
Cc1cc(SCC(=O)NCc2ccc(F)cc2)nc(=O)[nH]1	6.9%	-4%	x	-1%	x	-5%	4%	x
CC1Cc2ccccc2N1C(=O)CSc1nnc(-c2ccc(S(=O)(=O)N3CCCCC3)cc2)o1 (stereo not given)	-0.7%	3%	-10%[46.1 µM]	0%	-1%	2%	1%	-6%
O=C(Nc1ccc(C(F)(F)F)cc1)c1cc(S(=O)(=O)NC2CCCCC2)ccc1F	u	u	x	-1%	x	9%	u	x
COc1ccc(N2CCN(C(=O)CN(Cc3ccccc3)S(C)(=O)=O)CC2)cc1	-1.7%	-2%	-13%[46.1 µM]	0%	-6%	7%	-13%	8%
CCN(CC)C(=O)CC(c1ccc2c(c1)OCO2)c1c(OC)cc(OC)c2c(-c3ccccc3)cc(=O)oc12 (stereo not given)	0.9%	4%	-49%	-1%&-1%	-3%&4%	-1%&-5%	-4%	4%&-2%
CCSc1nc2c(c(-c3ccc(C)o3)c1C#N)CCCC2	0.1%	-5%	-22%[46.1 µM]	-6%	16%	-1%	-4%	5%
Cc1ccc2nsnc2c1S(=O)(=O)N1CCN(Cc2ccc3c(c2)OCO3)CC1	0.9%	7%	-17%[46.1 µM]	-2%	-11%	-8%	-8%	-2%
Cc1cc(SCC#N)n2nc(C)c(-c3ccccc3)c2n1	2.8%	-3%	-18%[46.1 µM]	-6%	-10%	-4%	-19%	3%
O=S(=O)(c1ccc(Oc2ccc3oc4ccccc4c3c2)nc1)N1CCCC1	5.2%	-3%	u	-6%	0%	1%	-17%	-6%

Source: PubChem (National Center for Advancing Translational Sciences (NCATS))
